V-ATPase pHluor: alters yeast V-ATPase proton transport. response, % at 10 µM. S. cerevisiae, pHLuorin cytosolic pH fluorescence. actives 0.37% (n = 350,000). AID 504577; in the data active = response mostly above about 7.3%, no sharp cut-off; inactive = mostly below about 5.4%; note: actives read high; inactives centre near 0; some compounds called inactive have numbers as strong as hits; reference of the scale not given here
LANA DNA inh: inhibitors of KSHV LANA C-terminal domain DNA binding. MBP-C-LANA/FAM-LBS DNA binding, fluorescence polarization. inhibition, % at 9 µM. actives 0.078% (n = 340,000). AID 504423;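 active = highest replicate inhibition at or above 60% at 9 µM, even if other replicates fall short; inactive = all replicates below 60% inhibition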;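 note: 0% = neutral control wells and 100% = 4 µM acridine orange control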
DSG3 Ab inh: inhibitors of pemphigus antibody binding to human desmoglein-3; AID 588358; actives 0.48% (n = 310,000); binding (percent of control), % at 10 µM; DSG3-coupled beads, scFv-anti-DSG3-GFP binding, flow cytometry; stronger effect = lower value;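 active = binding more than 3 SD below its plate's average and above zero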;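 note: hits lower antibody fragment binding to DSG3; some compounds called inactive have numbers as strong as hits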
Target sequence (P32926 whole entry, looked up, the tested form may be a part): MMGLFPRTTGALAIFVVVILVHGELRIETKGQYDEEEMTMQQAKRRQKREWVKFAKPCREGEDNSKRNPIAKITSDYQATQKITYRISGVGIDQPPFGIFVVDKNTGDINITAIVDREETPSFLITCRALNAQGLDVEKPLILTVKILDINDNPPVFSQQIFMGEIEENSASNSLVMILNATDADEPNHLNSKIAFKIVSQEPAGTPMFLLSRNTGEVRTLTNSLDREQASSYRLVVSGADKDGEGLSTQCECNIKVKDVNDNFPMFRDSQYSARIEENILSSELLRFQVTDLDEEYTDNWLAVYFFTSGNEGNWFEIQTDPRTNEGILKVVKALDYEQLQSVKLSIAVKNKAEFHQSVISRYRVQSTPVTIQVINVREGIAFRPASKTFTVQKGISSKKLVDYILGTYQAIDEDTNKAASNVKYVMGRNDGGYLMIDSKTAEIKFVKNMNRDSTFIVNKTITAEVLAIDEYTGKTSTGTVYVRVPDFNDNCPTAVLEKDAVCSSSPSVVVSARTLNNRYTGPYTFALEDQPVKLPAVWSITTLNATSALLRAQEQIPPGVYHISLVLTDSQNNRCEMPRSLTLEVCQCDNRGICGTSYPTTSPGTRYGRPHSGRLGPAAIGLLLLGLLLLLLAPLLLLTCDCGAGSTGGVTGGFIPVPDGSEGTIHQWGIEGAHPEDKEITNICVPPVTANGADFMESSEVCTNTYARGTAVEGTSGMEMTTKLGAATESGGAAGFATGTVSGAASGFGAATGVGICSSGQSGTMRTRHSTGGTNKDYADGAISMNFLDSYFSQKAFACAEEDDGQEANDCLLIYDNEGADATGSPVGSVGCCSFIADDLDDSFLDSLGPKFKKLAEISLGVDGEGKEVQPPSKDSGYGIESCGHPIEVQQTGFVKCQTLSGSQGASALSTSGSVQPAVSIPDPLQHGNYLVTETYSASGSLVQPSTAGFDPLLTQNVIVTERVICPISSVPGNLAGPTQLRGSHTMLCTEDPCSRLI
OPRM1-OPRD1 ag: agonists of human mu-delta opioid receptor heterodimerization. AID 504326. P35372+P41143. activation, % at 9.3 µM. actives 0.3% (n = 340,000). cells, OPRM1-OPRD1 heterodimerization, luminescence; in the data active = activation above about 18%;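 note: 0% = vehicle-treated cells and 100% = reference agonist; values of inactives mirror those of a sister screen read the other way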
Arrestin-AP2 inh: blocks beta-arrestin peptide binding to AP2 adaptin | AID 504490 | actives 0.31% (n = 340,000) | FITC-arrestin peptide / GST-AP2 beads, flow cytometry; AP2 beta2 appendage carries R879A mutation | inhibition, % at 10 µM;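 active = inhibition above a set limit, near 3 SD of compounds lacking own fluorescence, cut at about 54% in these data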;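 note: plate controls were DMSO wells for no effect and 5 µM unlabelled arrestin peptide for full effect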
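System: GST-AP2 R879A glutathione beads; medium: PBS, Tween 20 0.05%, BSA 0.1%; reagent: fluorescein-tagged arrestin peptide at 50 nM final; schedule: pre-incubation 12 min, peptide binding 1 h, room temperature; detection: flow cytometry, FL1 (488/535 nm); read-out: inhibition as reduced fluorescein signal on beads, percent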
Cardiac RTF inh: cardiac RTF calcium desensitization | actives 0.12% (n = 340,000) | inhibition, % at 7.15 µM | AID 493244 | IANBD-labeled cardiac RTF, Ca2+ fluorescence;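 active = inhibition above the mean inhibition of all tested compounds plus 3 SD, cut at about 17% in these data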;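 note: assay run at fixed EC70 calcium of 1.6 mM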
RTF Ca sens act: cardiac RTF calcium sensitization; P19429+P45379; actives 0.24% (n = 340,000); IANBD-labeled TnC RTF fluorescence at EC20 calcium; 0% EC20 calcium, 100% full calcium; activation, % at 7.2 µM;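 active = activation above the mean over all tested compounds plus 3 SD, cut at about 30% in these data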;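 note: rise in fluorescence read as greater calcium sensitivity of cardiac thin filaments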
Keap1 Nrf2 FP: disrupts human Keap1 binding to Nrf2 peptide. Q14145. inhibition, % at 9.4 µM. Keap1 Kelch-Nrf2 peptide fluorescence polarization, 1536-well. actives 0.15% (n = 340,000); in the data active = inhibition above about 12%;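 note: human Keap1 Kelch domain with fluorescein labeled Nrf2 9mer peptide probe; 0% = neutral control wells and 100% = peptide positive control; higher means more block of Keap1 binding to Nrf2 peptide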
Wnt bcat act: Wnt/beta-catenin pathway activation; Wnt/beta-catenin reporter cell assay, activator, plate reader; actives 1.2% (n = 300,000); activation, % at 9.35 µM; in the data active = activation above about 30%, passing the limit was not always enough;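 note: 0% = neutral control wells and 100% = positive control wells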
MOR-DOR inv ag: mu-delta opioid heterodimer inverse agonism | inhibition, % at 9.3 µM | cell-based MOR-DOR heterodimer luminescence | P35372+P41143 | actives 0.21% (n = 340,000) | AID 504357; in the data active = inhibition above about 22%, passing the limit was not always enough;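 note: 0% = cells with DMSO and 100% = wells without cells with DMSO; values of inactives mirror those of a sister screen read the other way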
Starred values were filed as active, the others as inactive; . = not tested or not shown.

SMILES	V-ATPase pHluor	LANA DNA inh	DSG3 Ab inh	OPRM1-OPRD1 ag	Arrestin-AP2 inh	Cardiac RTF inh	RTF Ca sens act	Keap1 Nrf2 FP	Wnt bcat act	MOR-DOR inv ag
Cc1ccccc1-c1nc2c(s1)CCc1onc(-c3cccc([N+](=O)[O-])c3)c1-2	3	2.1	100	-2.6	31	-10	4	2	2	15
Cc1ccc(C(=O)OCC(=O)NC2CCCc3ccccc32)o1 (centres undefined)	10	-0.6	101	-2.7	-1	-11	0	-1	2	10
O=C(O)c1ccccc1NS(=O)(=O)c1ccc(N/N=C/c2ccc(O)c(O)c2)c([N+](=O)[O-])c1	1	80*	102	-1.8	25	3	-10	8	-6	7
COc1ccc(C(=O)N2CCNC(=O)C2CC(=O)Nc2cc(Cl)ccc2OC)cc1 (centres undefined)	5	0.0	109	-2.7	-10	-1	-3	0	-1	14
COc1ccc(NC(=O)C2CCN(S(=O)(=O)c3ccccc3)CC2)cc1	0	0.2	120	0.5	40	-9	-9	1	1	-2
CCCCC(=O)Nc1cccc(NC(=O)c2cccc(Br)c2)c1	6	-0.2	100	-0.1	-2	-13	-2	-5	-4	1
CN1CCN(CCCNC(=O)c2cn(C3CCCCC3)c(=O)c3c2c2ccccc2n3C)CC1	2	-1.2	99	-0.5	-4	-2	-4	2	.	3
O=C(Nc1cc(S(=O)(=O)N2CCOCC2)ccc1O)c1ccco1	0	-1.3	92	-2.3	5	4	-7	1	.	13
O=C(NCCc1ccccc1)C(=O)c1c[nH]c2ccccc12	1	-0.8	103	0.8	4	-6	-5	-1	-2	-5
COc1cc(S(=O)(=O)N(Cc2cccc(OC)c2OC)CC2CCCO2)ccc1-n1cnnn1 (centres undefined)	-3	-8.2	102	-0.1	35	3	0	-3	-2	0
COc1ccc(C(CC(=O)N2CCOCC2)C(C)C)cc1 (centres undefined)	1	0.8	105	-2.4	8	-3	6	-1	0	12
CC(C)(C)NC(=O)NC(=O)COC(=O)c1cc(=O)[nH]c2ccccc12	-2	0.1	94	-1.3	-13	-11	1	1	.	7
COc1ccccc1N(Cc1cc(=O)[nH]c2ccccc12)C(=O)c1cccc([N+](=O)[O-])c1	0	1.0	97	-2.4	-19	-6	1	-2	-3	13
CCC(C)(C)NC(=O)C(c1ccc(OC)cc1)N(Cc1ccccc1)C(=O)CCC(=O)Nc1cc(C)on1 (centres undefined)	0	0.6	100	-1.7	19	0	-5	2	-3	9
CCC(CO)NC1=CC(=O)CCC1 (centres undefined)	0	0.2	101	-0.3	3	6	-7	0	0	2
CCn1cc(/C=C(\NC(=O)c2ccccc2Cl)C(=O)NCCN2CCOCC2)c2ccccc21	-2	-2.7	95	-1.2	26	0	-5	1	-1	7
Cc1ccccc1-c1cc(C(=O)NCc2cccs2)n(CC2CC(c3cccnc3)=NO2)n1 (centres undefined)	-5	1.7	102	3.5	10	7	-11	-3	-6	-19
CC(C)(C)n1ncc2c(=O)n(CC(=O)N3CCCCC3)cnc21	0	2.4	109	-0.1	6	-4	1	-2	1	1
Cc1ccc(C(=O)NNC(=O)c2ccncc2)cc1C	0	0.8	106	-1.4	-11	-5	3	-10	0	7
CCCSc1nc(O)c(C2OC(=O)c3c2ccc(OC)c3OC)c(=O)n1C (centres undefined)	0	-2.0	103	-2.5	13	-13	5	0	-4	14
CNC(=O)c1ccc(-c2ccc(OC)cc2)s1	-3	-1.1	100	-3.0	23	4	-3	3	.	15
Cc1cc(C(=O)O)ccc1[N+](=O)[O-]	-2	-1.7	106	-3.8	15	-1	-2	0	0	20
O=c1[nH]c(C2CCCN(S(=O)(=O)c3ccccc3)C2)nc2c1nnn2Cc1ccccc1F (centres undefined)	-1	0.0	103	-2.5	-1	-9	-7	-2	-2	14
COc1ccccc1N(CC(=O)Nc1ccccc1C)S(C)(=O)=O	-5	-1.5	125	0.1	-2	-9	-3	-8	-4	-1

Full records, looked up by structure:
Entry for COc1ccccc1N(CC(=O)Nc1ccccc1C)S(C)(=O)=O → V-ATPase pHluor = -5; LANA DNA inh = -1.5; DSG3 Ab inh = 125; OPRM1-OPRD1 ag = 0.1; Arrestin-AP2 inh = -2; Cardiac RTF inh = -9; RTF Ca sens act = -3; Keap1 Nrf2 FP = -8; Wnt bcat act = -4; MOR-DOR inv ag = -1
Entry for Cc1ccccc1-c1cc(C(=O)NCc2cccs2)n(CC2CC(c3cccnc3)=NO2)n1 (centres undefined) → V-ATPase pHluor = -5; LANA DNA inh = 1.7; DSG3 Ab inh = 102; OPRM1-OPRD1 ag = 3.5; Arrestin-AP2 inh = 10; Cardiac RTF inh = 7; RTF Ca sens act = -11; Keap1 Nrf2 FP = -3; Wnt bcat act = -6; MOR-DOR inv ag = -19

Next section
SMILES	V-ATPase pHluor	LANA DNA inh	DSG3 Ab inh	OPRM1-OPRD1 ag	Arrestin-AP2 inh	Cardiac RTF inh	RTF Ca sens act	Keap1 Nrf2 FP	Wnt bcat act	MOR-DOR inv ag
COc1ccc(N2CCN(C(=O)c3ccccc3NS(=O)(=O)c3ccc(C)cc3)CC2)cc1	-3	-0.2	.	-1.0	-10	-4	1	-2	1	5
O=C(NC1(C(F)(F)F)Oc2ccccc2O1)N1CCCC1	0	-1.3	.	-1.1	12	8	-6	0	-6	7
CCCCCc1ccc(-c2cn(CN3C(=O)c4ccccc4C3=O)nn2)cc1	0	1.5	98	0.3	0	7	-12	-7	-3	-1
CCCc1cc(C(=O)Nc2cc(Cl)ccc2O)no1	1	0.2	97	6.1	4	-33	3	-4	29	-39
CCN(CC)S(=O)(=O)c1ccc(NC(=O)CSc2nc3nc(C)cc(C)c3c(=O)[nH]2)cc1	1	-0.9	104	-4.1	-22	-8	4	3	-1	16
CCc1nc(C)cn1S(=O)(=O)c1cc(Br)ccc1OC	-3	-1.2	103	-0.9	13	4	-4	-2	.	5
O=C(NC1CCS(=O)(=O)C1)c1cc(-c2ccccc2)nc2ccccc12 (centres undefined)	2	-1.3	100	-2.5	-14	4	-9	-1	-2	14
COc1ccc(OCC(=O)Nc2ccc(N3CCN(C(=O)c4ccco4)CC3)cc2)cc1	-2	-0.5	109	-0.4	-26	-9	-3	0	1	2
O=C(Nc1ccccc1N1CCN(c2ccc(F)cc2)CC1)c1ccccc1	0	0.4	107	7.9	-2	-6	-4	-4	-4	-45
COc1cccc2c1cc1c(=O)n(CC(=O)NCc3ccccn3)nc(C)n12	1	-1.8	88	-2.1	-6	-6	0	2	.	11
Cc1cccc(C)c1OCC(=O)NCc1nnc(SCC(=O)NC2CCCCC2C)n1C (centres undefined)	-3	-2.6	100	-0.7	1	-2	-7	3	.	4
CCN(CC(=O)Nc1ccc2c(c1)OCCO2)C(=O)c1cc(Cl)nc2ccccc12	5	0.3	77	-3.5	-1	5	-1	-3	-2	14
COc1ccc(CCNC(=O)C2CCN(S(=O)(=O)N3CCCCC3)CC2)cc1OC	0	-3.1	102	1.0	-6	-8	-6	2	.	-6
CCOc1ccc(S(=O)(=O)N(C)CC(=O)NCc2ccccn2)cc1Cl	-3	0.2	101	-1.0	13	1	-8	7	-1	5
COc1ccc(NC(=O)C2CCN(C(=O)[C@@H]3Cc4ccccc4CN3)CC2)cc1	-1	-0.9	104	-1.4	24	0	-4	3	3	7
COc1ccnc(Oc2ccc(F)cc2)c1-c1ncn[nH]1	-3	0.1	99	-1.9	-4	-3	0	-6	0	10
CCCC[n+]1c(C)sc2cc(OC)ccc21	0	0.1	92	-1.6	17	-3	10	-5	1	8
CC(Oc1ccc2c(c1)oc(=O)c1ccccc12)C(=O)NC(Cc1c[nH]c2ccc(O)cc12)C(=O)O (centres undefined)	0	3.7	100	-0.5	32	-6	-3	-1	0	3
Cc1ncc[nH]1	-3	-1.3	104	-2.4	0	0	-6	2	-5	13
Cc1cc(=O)n2c3ccccc3n(CC(O)CN3CCOCC3)c2c1C#N (centres undefined)	0	-2.4	105	-3.2	10	1	-4	-4	-1	17
O=c1ccc(S(=O)(=O)N2CCCC2)cn1Cc1ccc(F)cc1	1	-0.5	105	-2.5	35	4	0	2	-1	13
CCc1cc(=O)oc2cc(C)cc(OCC(=O)N3CCC(C(=O)NC(C)C)(c4ccccc4)CC3)c12	4	2.0	99	0.6	19	-2	-3	-3	1	-3
CC1(C)Cc2nc3n[nH]c(N)c3cc2CO1	1	-4.4	.	-2.5	3	-3	0	-1	.	13
O=C(O)c1ccccc1NC(=O)c1ccccc1Nc1ccccc1	-1	1.4	99	-3.1	28	2	0	-1	2	14

Grouped by structure: the entries above with a Cl atom.
SMILES	V-ATPase pHluor	LANA DNA inh	DSG3 Ab inh	OPRM1-OPRD1 ag	Arrestin-AP2 inh	Cardiac RTF inh	RTF Ca sens act	Keap1 Nrf2 FP	Wnt bcat act	MOR-DOR inv ag
COc1ccc(C(=O)N2CCNC(=O)C2CC(=O)Nc2cc(Cl)ccc2OC)cc1 (centres undefined)	5	0.0	109	-2.7	-10	-1	-3	0	-1	14
CCn1cc(/C=C(\NC(=O)c2ccccc2Cl)C(=O)NCCN2CCOCC2)c2ccccc21	-2	-2.7	95	-1.2	26	0	-5	1	-1	7
CCCc1cc(C(=O)Nc2cc(Cl)ccc2O)no1	1	0.2	97	6.1	4	-33	3	-4	29	-39
CCN(CC(=O)Nc1ccc2c(c1)OCCO2)C(=O)c1cc(Cl)nc2ccccc12	5	0.3	77	-3.5	-1	5	-1	-3	-2	14
CCOc1ccc(S(=O)(=O)N(C)CC(=O)NCc2ccccn2)cc1Cl	-3	0.2	101	-1.0	13	1	-8	7	-1	5

More compounds.
SMILES	V-ATPase pHluor	LANA DNA inh	DSG3 Ab inh	OPRM1-OPRD1 ag	Arrestin-AP2 inh	Cardiac RTF inh	RTF Ca sens act	Keap1 Nrf2 FP	Wnt bcat act	MOR-DOR inv ag
O=C(Cn1c(=O)c2cccn2c2ccc(F)cc21)NCCCN1CCN(c2ccccc2F)CC1	0	2.2	110	-1.3	18	-7	0	-3	1	7
CCN(CC(=O)Nc1ccccc1C(F)(F)F)C(=O)CCOc1ccccc1C	-1	-1.5	103	-0.2	6	-13	2	-1	-1	2
Cc1ccn2c(NC3CCCC3)c(-c3cccs3)nc2c1	-1	0.2	99	0.8	1	-3	9	-1	-2	-4
CCOc1ccc(Cc2noc3c2C(=O)CC(C)(C)C3)cc1OCC	8	-0.1	110	-0.4	57*	0	5	-1	0	2
O=C(CSc1nnnn1-c1ccc(O)cc1)NC1CCCCC1	1	-2.0	126	0.2	-7	-11	-1	0	2	-2
C=CCn1c(NCc2ccc(OC)cc2O)nc2ccccc21	-3	-7.9	116	-1.1	-5	-10	2	7	4	5
COc1ccc(CCC(C)Nc2ccc(F)c(F)c2)cc1 (centres undefined)	3	0.6	131	1.7	1	1	4	0	-4	-10
CCOc1ccccc1C(=O)N(C)Cc1cc2ccccc2[nH]c1=O	-2	-0.4	107	0.4	-7	-5	0	4	.	-2
Cc1cccnc1NC(=S)NCc1ccco1	-1	-0.1	97	0.7	-5	1	1	-1	2	-4
